# From PubChem
# PrPC TRFRET = inhibitors of human cell surface prion protein PrPC; 370,000 tested, 0.43% active; TR-FRET read-out; inhibition, % at 13.8 µM; in the data active = inhibition above about 24%; also: 0% = median of the test wells and 100% = reference compound wells
# BoNT A protease = blocks Botulinum neurotoxin A light chain protease. AID 588499. inhibition, % at 10 µM. multiplex microsphere protease substrate cleavage, flow cytometry. 360,000 tested, 0.17% active; also: plate controls were buffer without enzyme for full effect and enzyme alone for no effect
# Y pestis TopoI = Y. pestis Topo-I inhibition via cleavage products; Y. pestis Topo-I cleavage product accumulation, plate reader; activity, % at 10 µM; 360,000 tested, 0.064% active; in the data active = activity above about 50%, passing the limit was not always enough; inconclusive = no clear call, values can overlap the other calls; also: inactives centre near 2
# BH1578 lux ind = quorum light induction in luxS cqsA deficient V. cholerae | V. cholerae BH1578 lux reporter, luminescence, 6 h | activation, % at 18.7 µM | 350,000 tested, 0.16% active | AID 588436; in the data active = activation mostly above about 9.7%, no sharp cut-off; inconclusive = no clear call, values can overlap the other calls; inactive = mostly below about 3.7%; also: not every result past the cut was called active; inactives centre near 0; reference of the scale not given here
# PfHsp40 yeast = rescue of PfHsp40-mediated yeast toxicity; S. cerevisiae expressing PfHsp40, growth rescue, ATP luminescence; growth rescue, % at 12.5 µM; 340,000 tested, 0.68% active; AID 504582; in the data active = growth rescue above about 28%, passing the limit was not always enough; inconclusive = no clear call, values can overlap the other calls;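 also: yeast W303a lacking pdr1 and pdr3 grown in galactose medium; growth measured after three days at 30 °C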
# Anthrax LF inh2 = inhibitors of Bacillus anthracis lethal factor protease; P15917; AID 588501; 360,000 tested, 0.12% active; multiplex microsphere protease cleavage assay, LF; inhibition, % at 10 µM; also: plate controls were buffer without enzyme for full effect and enzyme alone for no effect
# Target sequence (P15917 whole entry, looked up): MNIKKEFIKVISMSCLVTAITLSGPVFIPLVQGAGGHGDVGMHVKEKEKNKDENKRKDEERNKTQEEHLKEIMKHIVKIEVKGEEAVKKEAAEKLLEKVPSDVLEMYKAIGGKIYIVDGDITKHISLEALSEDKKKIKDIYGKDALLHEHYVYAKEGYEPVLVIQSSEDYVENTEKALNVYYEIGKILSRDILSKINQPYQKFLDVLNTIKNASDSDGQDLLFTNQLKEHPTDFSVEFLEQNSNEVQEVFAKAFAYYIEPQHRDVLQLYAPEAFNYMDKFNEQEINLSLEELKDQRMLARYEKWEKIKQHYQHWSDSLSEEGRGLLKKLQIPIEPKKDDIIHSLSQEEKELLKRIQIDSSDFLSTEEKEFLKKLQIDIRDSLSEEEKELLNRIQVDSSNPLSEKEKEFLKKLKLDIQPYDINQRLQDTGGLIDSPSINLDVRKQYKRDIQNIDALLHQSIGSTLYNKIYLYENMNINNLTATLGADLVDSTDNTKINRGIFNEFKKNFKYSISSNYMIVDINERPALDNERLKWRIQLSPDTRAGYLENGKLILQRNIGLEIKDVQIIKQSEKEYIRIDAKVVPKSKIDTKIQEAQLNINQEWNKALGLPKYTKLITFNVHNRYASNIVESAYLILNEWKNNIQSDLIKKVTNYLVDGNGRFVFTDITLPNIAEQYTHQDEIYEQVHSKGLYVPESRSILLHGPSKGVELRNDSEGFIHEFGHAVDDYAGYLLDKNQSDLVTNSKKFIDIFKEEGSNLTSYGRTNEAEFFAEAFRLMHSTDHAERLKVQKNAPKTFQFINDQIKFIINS
# SARS 3CLpro inh = SARS-CoV 3CLpro protease inhibition; P0C6X7; recombinant SARS-CoV 3CLpro, quenched FRET peptide cleavage; inhibition, % at 6 µM; 290,000 tested, 0.14% active; in the data active = inhibition above about 12%
# TcdB GH inh = TcdB glycohydrolase inhibition; TcdB glycohydrolase enzymatic assay, plate reader; 350,000 tested, 0.24% active; inhibition, % at 9.99 µM; P18177; in the data active = inhibition above about 10%
# SSB-PriA inh = blocks PriA binding to SSB C-terminal tail; AlphaScreen SSBct-PriA binding, biotinylated peptide; inhibition, % at 33 µM; 430,000 tested, 0.6% active; in the data active = inhibition mostly above about 37%, no sharp cut-off; inactive = mostly below about 20%;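 also: plate controls were negative control peptide for no effect and reference peptide for full effect; strong numbers were not always called active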
# Starred values were filed as active, the others as inactive; i = inactive; ? = inconclusive; . = not tested or not shown; & = joins results of further samples. Rule as the data show it, unless noted: active = inhibition above about 30%; inconclusive = no clear call, values can overlap the other calls; inactive = below that.
Molecule,PrPC TRFRET,BoNT A protease,Y pestis TopoI,BH1578 lux ind,PfHsp40 yeast,Anthrax LF inh2,SARS 3CLpro inh,TcdB GH inh,SSB-PriA inh
Cc1nc2ccc(NC(=O)c3ccc(Cl)c(NC(=O)c4cccs4)c3)cc2s1,13,6.1,-5,-0.5,2.1,3,-5,.,6
COc1ccc(OC)c(/C=C2\N=C(c3ccccc3)OC2=O)c1,0,8.3,8,i,0.4,2,-5,0.3,-8
Cc1ccccc1NC(=S)N(Cc1ccco1)C(C)c1ccccn1 (stereo not given),0,-0.7,2,-0.2,-0.5,-7,-5,1.6,-3
COc1ccc(-c2noc(CSc3nc4sc(C)c(C)c4c(=O)n3-c3ccccc3)n2)cc1OC,1,0.8,7,-0.5,-1.4,-1,-3,0.9,-3
CC(C)(C)C(=O)Cn1c(=N)n(Cc2ccccc2)c2ccccc21,6,.,23,i,-0.3,.,-3,.,16
CCOC(=O)[C@]12CCCC=C1N(Cc1ccc(Cl)cc1Cl)C(=O)[C@H](CC(=O)NCCCN1CCCC1=O)C2,-5,-0.5,.,.,.,0,.,0.2,.
O=C(NCCCN1CCCC1)c1ccc2c(c1)N(Cc1ccccc1F)C(=O)c1ccccc1S2(=O)=O,-12,-0.6,-17,-0.3,-0.9,-4,-1,-0.5,-1
NS(=O)(=O)c1ccc(Oc2ccc(S(N)(=O)=O)cc2)cc1,5,0.5,-3,-0.5,1.4,-1,-4,1.0,-8
CSCC[C@H](NC(=O)OC(C)(C)C)C(=O)N1CCC(C(=O)N[C@@H](C)C(=O)O)CC1,.,?,0,i,3.6,0,1,1.3,-2
CCc1ccc(N(CC(=O)N2CCCCCC2)S(C)(=O)=O)cc1,-3,-0.4,4,-0.3,1.4,-2,-7,1.6,-11
O=C(CC1CCC1)NC(c1ccccc1)c1ccccc1,-6,0.3,-8,-0.3,0.6,-1,1,0.3,-5
CCOC(=O)C(NC(=O)CC)C(O)c1cccc([N+](=O)[O-])c1 (stereo not given),-11,0.8,0,1.8,-1.2,0,-2,1.2,-6
CCOc1ccc(NC(=S)NC(=O)c2ccco2)cc1,7,-1.2,0,i,0.6,-5,2,0.3,-9
Cc1c(CC(=O)N2CCN(C(=O)C3COc4ccccc4O3)CC2)c(=O)oc2cc(O)cc(O)c12 (stereo not given),0,.,4,-0.3,-2.0,.,-4,2.3,-3
CC1(c2ccc(Cl)cc2)NC(=O)N(CC(=O)Nc2ccc(F)cc2)C1=O (stereo not given),11,0.2,8,-10,-1.0,-10,2,-1.1,11
COc1ccc(OC)c(S(=O)(=O)N2C(C)CCCC2C)c1 (stereo not given),-8,-0.4,4,i,0.3,-3,0,.,-25&-12

# In the list so far, 8 have a carbonyl joined to an NH by a bond outside any ring:
Molecule,PrPC TRFRET,BoNT A protease,Y pestis TopoI,BH1578 lux ind,PfHsp40 yeast,Anthrax LF inh2,SARS 3CLpro inh,TcdB GH inh,SSB-PriA inh
Cc1nc2ccc(NC(=O)c3ccc(Cl)c(NC(=O)c4cccs4)c3)cc2s1,13,6.1,-5,-0.5,2.1,3,-5,.,6
CCOC(=O)[C@]12CCCC=C1N(Cc1ccc(Cl)cc1Cl)C(=O)[C@H](CC(=O)NCCCN1CCCC1=O)C2,-5,-0.5,.,.,.,0,.,0.2,.
O=C(NCCCN1CCCC1)c1ccc2c(c1)N(Cc1ccccc1F)C(=O)c1ccccc1S2(=O)=O,-12,-0.6,-17,-0.3,-0.9,-4,-1,-0.5,-1
CSCC[C@H](NC(=O)OC(C)(C)C)C(=O)N1CCC(C(=O)N[C@@H](C)C(=O)O)CC1,.,?,0,i,3.6,0,1,1.3,-2
O=C(CC1CCC1)NC(c1ccccc1)c1ccccc1,-6,0.3,-8,-0.3,0.6,-1,1,0.3,-5
CCOC(=O)C(NC(=O)CC)C(O)c1cccc([N+](=O)[O-])c1 (stereo not given),-11,0.8,0,1.8,-1.2,0,-2,1.2,-6
CCOc1ccc(NC(=S)NC(=O)c2ccco2)cc1,7,-1.2,0,i,0.6,-5,2,0.3,-9
CC1(c2ccc(Cl)cc2)NC(=O)N(CC(=O)Nc2ccc(F)cc2)C1=O (stereo not given),11,0.2,8,-10,-1.0,-10,2,-1.1,11

# Some of the compounds tested; count on the stated rates, not on these rows.
